Bioassay records from PubChem.
ZTA counter: counter-screen for EBNA-1 inhibitors: inhibitors of Epstein-Barr virus ZTA. ZTA-DNA binding, fluorescence polarization. P03206. 0.15% of 320,000 active. inhibition, % at 11 µM; in the data active = inhibition above about 33%
Target sequence (P03206 whole entry, looked up): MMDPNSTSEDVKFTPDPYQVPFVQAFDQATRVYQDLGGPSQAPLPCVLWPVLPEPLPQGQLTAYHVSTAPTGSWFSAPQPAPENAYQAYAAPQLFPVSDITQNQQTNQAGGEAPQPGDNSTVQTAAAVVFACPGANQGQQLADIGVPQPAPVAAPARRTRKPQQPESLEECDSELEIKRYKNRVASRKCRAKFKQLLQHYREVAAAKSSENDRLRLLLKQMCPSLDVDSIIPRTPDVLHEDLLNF
Efflux pump inh: inhibitors of Candida efflux pumps in yeast, primary screen, S. cerevisiae, Nile Red, multiplex | S. cerevisiae Candida pump triplex | inhibition, % at 10 µM | 0.44% of 330,000 active | AID 485275, 2010;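 active = plate passing quality check with inhibition over a set limit, or well fluorescence over plate mean plus 4 SD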;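 also: Nile Red retained in pooled yeast measured as flow cytometry median fluorescence; 0% = buffer negative control and 100% = Enniatin B positive control; higher means more Nile Red kept so more efflux inhibition; some compounds called inactive have numbers as strong as hits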
MCL1 BIM primary: inhibitors of MCL1 binding to BIM-BH3, primary screen, biochemical, fluorescence polarization | Induced myeloid leukemia cell differentiation protein Mcl-1 (Homo sapiens), Q07820 | GST-MCL1 / FITC-Bim-BH3 fluorescence polarization | inhibition, % at 10.9 µM | 0.68% of 320,000 active;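 active = inhibition above the mean inhibition of all tested compounds plus 3 SD, set per campaign, cut at about 40% in these data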;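 also: 0% = DMSO wells and 100% = unlabeled Bim-BH3 peptide control; higher means more loss of mP so more displacement of Bim peptide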
MEX-5 binding: MEX-5 zinc finger RNA-binding disruptors – biochemical, C. elegans, fluorescence polarization, MLPCN library, primary screen | Zinc finger protein mex-5 (Caenorhabditis elegans), Q9XUB2 | MEX-5/FITC-TCR2 RNA binding; hits give low values | activity score (negative = inhibition of binding), % at 10 µM | 0.38% of 300,000 active;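 active = inhibition past about -25% in most replicates, and total fluorescence under double the plate's negative control median, limit read from the data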;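 also: 0% = DMSO and -100% = 5 µM competing unlabeled TCR2 RNA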
Target sequence (Q9XUB2 whole entry, looked up): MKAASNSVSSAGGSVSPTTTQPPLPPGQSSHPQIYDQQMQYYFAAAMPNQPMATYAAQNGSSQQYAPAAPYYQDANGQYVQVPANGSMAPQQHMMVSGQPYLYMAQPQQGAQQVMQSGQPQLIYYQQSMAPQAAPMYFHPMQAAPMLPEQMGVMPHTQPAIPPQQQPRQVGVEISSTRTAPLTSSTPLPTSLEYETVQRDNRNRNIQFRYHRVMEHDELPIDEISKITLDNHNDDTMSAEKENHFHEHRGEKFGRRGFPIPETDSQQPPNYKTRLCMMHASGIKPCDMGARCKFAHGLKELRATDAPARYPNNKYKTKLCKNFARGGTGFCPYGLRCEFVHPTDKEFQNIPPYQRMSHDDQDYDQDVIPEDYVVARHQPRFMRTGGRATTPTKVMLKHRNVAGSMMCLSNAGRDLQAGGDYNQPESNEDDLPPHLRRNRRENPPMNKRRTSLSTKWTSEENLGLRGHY
Fam108B inh: mouse Fam108B serine hydrolase inhibitors, primary screen, counter-screen for RBBP9 inhibitor project, biochemical, fluorescence polarization | inhibition, % at 9.51 µM | recombinant Fam108B, FP-Rh probe fluorescence polarization | 0.33% of 300,000 active | AID 1947, 2009;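 active = inhibition above the screen mean inhibition plus 3 SD, computed separately per campaign, cut at about 18% in these data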;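 also: inhibitors lower polarization as less probe binds the enzyme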
GLD-1 TGE inh: GLD-1/TGE RNA complex disruptors, primary screen, biochemical, fluorescence polarization. Female germline-specific tumor suppressor gld-1 (Caenorhabditis elegans), Q17339. purified GLD-1 + fluorescein TGE RNA. inhibition, % at 5.96 µM. 0.44% of 320,000 active;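 active = percent inhibition above a per-plate cutoff, the plate mean of test compounds plus 3 SD, cut at about 30% in these data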;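 also: 0% = DMSO wells with GLD-1 and probe and 100% = wells lacking GLD-1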
CR mimetic SO: reduction of superoxide in aged yeast, primary screen, HTS; S. cerevisiae aged cells, superoxide DHE fluorescence; hits give low values; superoxide response (% of plate mean), % at 10 µM; 0.18% of 330,000 active; AID 2690, 2010;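 active = superoxide response under a set limit, about three screen SD below normal, cut at about 65% in these data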;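 also: yeast aged for seven days with compound at 30 °C before DHE staining; 100% = average MFI of all compound-treated wells on the plate with controls excluded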
EBNA-1 inhibitor: EBNA-1 DNA-binding inhibitors, primary screen, biochemical, fluorescence polarization; inhibition, % at 14.8 µM; 0.34% of 300,000 active; in the data active = inhibition above about 28%
Bcl-xL primary: inhibitors of human Bcl-xL, primary screen, biochemical, fluorescence polarization, HTS; 0.7% of 320,000 active; inhibition, % at 10.9 µM; Bcl-2-like protein 1 (Homo sapiens), Q07817; GST-Bcl-xL / FITC-Bim BH3 peptide fluorescence polarization; AID 2129, 2009;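 active = inhibition above the mean of all tested compounds plus 3 SD, cutoff set per campaign, cut at about 30% in these data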;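 also: 0% = DMSO wells and 100% = unlabeled Bim-BH3 peptide competitor; inhibitors lower millipolarization by displacing the labeled peptide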
Target sequence (Q07817 whole entry, looked up): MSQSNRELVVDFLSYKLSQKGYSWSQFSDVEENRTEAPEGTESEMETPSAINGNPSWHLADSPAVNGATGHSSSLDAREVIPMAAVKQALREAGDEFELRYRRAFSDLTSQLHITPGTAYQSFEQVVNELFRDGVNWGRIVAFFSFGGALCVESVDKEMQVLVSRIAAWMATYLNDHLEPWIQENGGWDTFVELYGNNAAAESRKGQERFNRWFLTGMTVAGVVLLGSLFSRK
Active calls of the source: *; x = no result given.

entry	molecule	MEX-5 binding	Efflux pump inh	GLD-1 TGE inh	ZTA counter	EBNA-1 inhibitor	MCL1 BIM primary	Bcl-xL primary	CR mimetic SO	Fam108B inh
1	COc1ccc(N2CC(C)Cn3c2nc2c3c(=O)n(Cc3ccc(F)cc3)c(=O)n2C)c(OC)c1 (centres undefined)	0.1	0.1	-4	4	11	31	9	105	-1
2	C=CCc1ccccc1OCCOc1ccc([N+](=O)[O-])cc1/C=N/NC(N)=O	0.6	-0.1	9	-3	0	1	2	139	3
3	O=C1CCC/C(=N\NC(=O)c2ccc(CSc3cccc4cccnc34)cc2)C1	1.0	0.0	18	-13	7	2	8	99	1
4	COc1ccccc1/C=C(/C(=O)OCC(=O)Nc1cc(C)ccc1C)c1ccccc1	1.8	0.5	-6	-24	-19	-2	-4	113	-6
5	CC(=O)Nc1ccc(NC(=O)c2ccco2)cc1	1.0	-0.1	5	-19	7	7	8	102	0
6	CN(CC(=O)NCc1ccco1)S(=O)(=O)c1ccc2c(c1)c(=O)n(C)c(=O)n2C	1.3	0.0	2	4	-2	0	0	92	0
7	Cc1c(Br)c(C(F)(F)F)nn1CC(=O)NCCCn1ccnc1	-2.7	-0.3	4	-10	-2	2	5	90	2
8	Cc1ccc(C(C[N+](=O)[O-])c2c(N)n(C)c(=O)n(C)c2=O)cc1 (centres undefined)	2.9	-0.2	6	8	-5	0	0	115	0
9	Cc1cccnc1NC(=O)c1ccc(S(=O)(=O)N2CCC(C)CC2)cc1	1.9	-0.2	-1	18	31*	1	5	83	-2
10	S=c1[nH]nc(-c2ccccn2)n1/N=C/c1cccc(Cl)c1	-0.2	0.1	1	-10	-16	-25	-25	90	-1
11	COc1ccccc1N1CCN(CC(=O)Nc2sccc2C#N)CC1	-1.2	0.6	-1	1	5	-3	-2	102	-5
12	COc1ccc(S(=O)(=O)NCC(=O)N(CC(=O)NCC2CCCO2)c2cc(C)ccc2C)cc1 (centres undefined)	-3.1	0.1	6	-21	-1	5	5	128	-2
13	Oc1ccccc1C=NCCCCCCN=Cc1ccccc1O	5.8	0.1	-2	12	-4	5	1	101	2
14	O=C(O)c1ccc(Cl)c(S(=O)(=O)N(Cc2ccccc2)c2ccccc2Cl)c1	-2.2	0.5	-2	4	3	10	7	106	-6
15	NCc1ccccc1COc1ccccc1	0.7	0.1	-6	-1	0	2	2	90	-4
16	CSc1ccc(C(=O)C2CCCN(C(=O)CCCn3cncn3)C2)cc1 (centres undefined)	2.7	-0.1	-3	4	-1	-3	-1	103	-2
17	O=C(CN1CCN(Cc2ccccc2Cl)CC1)N/N=C/C=C\c1ccccc1[N+](=O)[O-]	1.0	0.0	1	27	13	-9	3	87	5
18	O=C(Nc1nc(=O)n(C(=O)C2CC2)s1)c1ccccc1	-0.6	0.2	1	-13	2	-13	-13	83	3
19	O=C(c1ccc2c(=O)n(-c3ccccc3)c(=O)[nH]c2c1)N1CCCCC1	-0.1	0.1	0	-11	6	1	5	88	1
20	CC(C)N(C(C)C)S(=O)(=O)c1ccc(Cl)nc1	1.1	0.7	5	2	8	5	7	107	2
21	CCCOc1ccc(CCC(=O)N/N=C/c2ccncc2)cc1	2.2	-0.1	-1	4	-7	0	-2	91	0
22	O=C(c1ccc(Br)o1)N1CCc2ccccc21	-1.6	0.0	9	-2	6	-5	3	98	3
23	Cc1cc(C(=O)CCC(=O)Nc2ccc(S(N)(=O)=O)cc2)c(C)s1	x	-0.2	3	7	x	-2	2	106	x
24	COCCNC(=O)CCn1c(=O)oc2ccccc21	-1.1	-0.1	-9	-8	-8	1	8	103	-3
25	Cc1ccc(S(=O)(=O)NCC(=O)N(CC(=O)NCC2CCCO2)c2ccc(Cl)cc2)cc1 (centres undefined)	-0.2	0.1	5	1	-11	1	1	101	2

Shown field by field: part of the list above
[9] Cc1cccnc1NC(=O)c1ccc(S(=O)(=O)N2CCC(C)CC2)cc1
- MEX-5 binding = 1.9
- Efflux pump inh = -0.2
- GLD-1 TGE inh = -1
- ZTA counter = 18
- EBNA-1 inhibitor = 31*
- MCL1 BIM primary = 1
- Bcl-xL primary = 5
- CR mimetic SO = 83
- Fam108B inh = -2

[10] S=c1[nH]nc(-c2ccccn2)n1/N=C/c1cccc(Cl)c1
- MEX-5 binding = -0.2
- Efflux pump inh = 0.1
- GLD-1 TGE inh = 1
- ZTA counter = -10
- EBNA-1 inhibitor = -16
- MCL1 BIM primary = -25
- Bcl-xL primary = -25
- CR mimetic SO = 90
- Fam108B inh = -1

[11] COc1ccccc1N1CCN(CC(=O)Nc2sccc2C#N)CC1
- MEX-5 binding = -1.2
- Efflux pump inh = 0.6
- GLD-1 TGE inh = -1
- ZTA counter = 1
- EBNA-1 inhibitor = 5
- MCL1 BIM primary = -3
- Bcl-xL primary = -2
- CR mimetic SO = 102
- Fam108B inh = -5

Next part.
entry	molecule	MEX-5 binding	Efflux pump inh	GLD-1 TGE inh	ZTA counter	EBNA-1 inhibitor	MCL1 BIM primary	Bcl-xL primary	CR mimetic SO	Fam108B inh
26	Cc1ccc(-c2nn3c(=O)c(C)nnc3s2)cc1	0.9	-0.1	0	15	5	0	0	89	-1
27	Cc1cccc(OCCNc2cc(N3CCOCC3)ccc2[N+](=O)[O-])c1	1.3	0.0	11	9	-2	5	6	96	-1
28	Cn1c(SCC(=O)Nc2cccc(F)c2)nnc1-c1cccnc1	1.1	0.1	1	-14	-1	3	3	104	2
29	COc1ccc([C@H]2CC(=O)C=C(c3cccc4c3Oc3ccccc3S4)C2)cc1	x	0.1	3	-7	x	-3	5	107	x
30	CCCCc1cc(=O)oc2cc(OS(C)(=O)=O)ccc12	0.2	0.0	3	-9	-6	3	3	103	0
31	O=C(NCCNC(=O)c1ccc(-c2ccc(Cl)c(Cl)c2)o1)c1cnccn1	-1.7	0.0	5	7	-7	2	10	112	-3
32	CCOc1ccc(C(=O)NCC(=O)NCC2CCCCC2)cc1OCC	-0.7	0.0	-5	1	-2	-2	5	102	2
33	CC(=O)c1c(O)c2ccccc2n(C(C)C)c1=O	0.1	0.1	-1	7	-6	-2	0	81	1
34	O=C(Cn1c(C(=O)OCCO)cc2ccccc21)c1ccccc1	-0.3	0.0	3	1	1	14	5	102	2
35	CCN(CC)C(=O)CSc1nnc(COc2cccc(C)c2)n1C	0.8	0.1	1	9	-17	-2	-4	123	-7
36	Cn1c(=O)c2c(ncn2CC(=O)Nc2ccccc2N2CCOCC2)n(C)c1=O	-0.6	0.0	3	-8	-2	-1	2	113	-10
37	O=C(N/N=C/c1ccco1)c1cccc(N2Cc3ccccc3C2)c1	0.4	0.1	6	-2	17	20	10	102	-4
38	CC(=O)N(Cc1nc2sc(C)c(C)c2c(=O)[nH]1)C1CCCC1	-0.6	-0.1	1	12	5	11	7	110	4
39	O=C(CCc1nnc2ccc(N3CCC4(CC3)OCCO4)nn12)Nc1cc(F)ccc1F	1.6	-0.1	6	-7	1	-4	-2	99	0
40	Cc1cc(C)cc(NC(=O)CSc2nc3c(oc4ccccc43)c(=O)n2-c2ccccc2)c1	-1.6	0.1	-2	-2	-3	-19	-18	113	-31
41	COc1cc(OC)cc(C(=O)NNC(=S)Nc2ccc(S(N)(=O)=O)cc2)c1	-2.1	-0.1	0	9	-13	2	-1	102	1
42	CCOc1ccc(Cn2c(=O)sc3ccccc32)cc1OC	0.7	0.0	-5	1	0	6	3	93	1
43	Cc1ccccc1NC(=O)Cc1nnc(N)s1	0.6	0.1	5	-1	-10	5	1	102	2
44	COc1ccc(OC)c(NC(=O)CNC(=O)c2ccc([N+](=O)[O-])cc2)c1	1.0	0.0	0	12	-1	1	4	120	-2
45	Cc1nonc1NC(=O)CSc1nc2ccccc2cc1C#N	-11	-0.1	-6	-9	15	0	10	85	2
46	Cn1cc(Br)c(C(=O)n2cc(Br)cn2)n1	-0.8	0.2	1	-1	4	-1	3	95	-3
47	C=C1CC2C(CCC3(C)C2CCC3(O)C(C)=O)C2(C)CCC(=O)C=C12 (centres undefined)	0.5	0.2	-6	4	-3	8	7	110	-2
48	Cc1cccc2cc(/C=N/NC(=O)CN3CCOCC3)c(Cl)nc12	-1.6	-0.1	1	12	14	8	5	101	0
49	O=C1OCC2=C1C(c1ccccc1)CC(=O)N2c1ccccc1 (centres undefined)	-3.1	-0.1	-4	-4	5	16	0	110	1
50	CCOC(=O)C(=O)N/N=C/c1ccc(F)cc1	-0.1	-0.1	0	2	7	10	4	101	0
51	Cc1nn(-c2ccccc2)c(NC(=O)c2cccs2)c(-c2ccccc2)c1=O	-1.7	0.1	-5	7	4	0	3	94	0
52	COc1cccc(/C=C2\Oc3cc(OCC(=O)N4CCCCC4)ccc3C2=O)c1OC	0.3	0.0	-4	-18	-4	-1	4	102	3

Another view of some results above:
#44 COc1ccc(OC)c(NC(=O)CNC(=O)c2ccc([N+](=O)[O-])cc2)c1
#45 Cc1nonc1NC(=O)CSc1nc2ccccc2cc1C#N

Compound	44	45
MEX-5 binding	1.0	-11
Efflux pump inh	0.0	-0.1
GLD-1 TGE inh	0	-6
ZTA counter	12	-9
EBNA-1 inhibitor	-1	15
MCL1 BIM primary	1	0
Bcl-xL primary	4	10
CR mimetic SO	120	85
Fam108B inh	-2	2

5 structures out of the list, ordered by molecular weight, highest first:
entry	molecule	MEX-5 binding	Efflux pump inh	GLD-1 TGE inh	ZTA counter	EBNA-1 inhibitor	MCL1 BIM primary	Bcl-xL primary	CR mimetic SO	Fam108B inh
44	COc1ccc(OC)c(NC(=O)CNC(=O)c2ccc([N+](=O)[O-])cc2)c1	1.0	0.0	0	12	-1	1	4	120	-2
47	C=C1CC2C(CCC3(C)C2CCC3(O)C(C)=O)C2(C)CCC(=O)C=C12 (centres undefined)	0.5	0.2	-6	4	-3	8	7	110	-2
46	Cn1cc(Br)c(C(=O)n2cc(Br)cn2)n1	-0.8	0.2	1	-1	4	-1	3	95	-3
45	Cc1nonc1NC(=O)CSc1nc2ccccc2cc1C#N	-11	-0.1	-6	-9	15	0	10	85	2
43	Cc1ccccc1NC(=O)Cc1nnc(N)s1	0.6	0.1	5	-1	-10	5	1	102	2
